Rab9 prom act: activates the Rab9 promoter | Huh7 Rab9 promoter-luciferase reporter, luminescence, 24 h | Potency, µM (top dose mostly 9.22 µM), without a hit: top-dose activation, negative = inhibition, usual class: activators | 2.8% of 320,000 active | AID 485297; further: % of control where 0% means no effect; nearly all actives have a fitted effect of over 60% in size
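Luminescence read-out: Huh7 cells stably expressing Rab9-luciferase, treated 24 h with compound at 37 °C, then lysed with luciferase reagent for 10 min at ambient before reading.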
p53 reactivation: mutant p53 re-activation in reporter cells; H1299 p53-A138V BP100-luciferase reporter, luminescence, 24 h; Potency, µM (doses to about 92.2 µM), for the others: top-dose activity change, positive = activation, most hits filed as activators; 0.063% of 320,000 active; AID 504706; further: % of control where 0% means no effect; nearly all actives have a fitted effect of over 45% in size
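p53-null H1299 cells stably carrying temperature-sensitive p53-A138V and a BP100-luciferase reporter were pinned with compounds (4-point, 1:5 series) and held 24 hrs at 37 deg C. Luminescence was read 10 min after detection reagent.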
NPC1 promoter act: activators of NPC1 promoter; Potency, µM (doses to about 9.22 µM), for the others: top-dose activation, most hits filed as activators; Huh7 NPC1 promoter luciferase reporter, 24 h; AID 485313; 2.4% of 320,000 active;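 further: % of control where 0% means no effect; nearly all actives have a fitted effect of over 60% in size; reporter is driven by a mutant NPC1 promoter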
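Huh7 cells stably carrying NPC1 promoter–luciferase, plated in Opti-MEM with 10% FBS for 2 h, were exposed to compound in DMSO for 24 h at 37 °C; luciferase reagent was added for 10 min and luminescence read.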
ELG1 genotox: inducers of genotoxicity in HEK293T ELG1-luciferase cells | 1.3% of 330,000 active | HEK293T ELG1-luciferase reporter, luminescence, 16 h | Potency, µM (doses to about 46 µM), inactives show top-dose activity change, positive = activation, hits mostly activators; further: % of control where 0% means no effect; nearly all actives have a fitted effect of over 60% in size
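After overnight (16 hr) compound treatment at 37 °C, ELG1-luciferase HEK293T cells were lysed with ONE-Glo; luminescence quantified 30 min later at room temperature.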
RORg inh: blocks mouse ROR gamma transcriptional activity; P51450; Drosophila S2 Gal4-RORgamma UAS-luciferase reporter, 20 h; Potency, µM (top dose mostly 53.6 µM), without a hit: top-dose activity change, negative = inhibition, hits mostly inhibitors; 5.4% of 310,000 active; AID 2551; further: on the % scale 0 is the no-effect control and ±100 the full control effect; nearly all actives have a fitted effect of over 60% in size
Target sequence (P51450 whole entry, looked up, the tested form may be a part): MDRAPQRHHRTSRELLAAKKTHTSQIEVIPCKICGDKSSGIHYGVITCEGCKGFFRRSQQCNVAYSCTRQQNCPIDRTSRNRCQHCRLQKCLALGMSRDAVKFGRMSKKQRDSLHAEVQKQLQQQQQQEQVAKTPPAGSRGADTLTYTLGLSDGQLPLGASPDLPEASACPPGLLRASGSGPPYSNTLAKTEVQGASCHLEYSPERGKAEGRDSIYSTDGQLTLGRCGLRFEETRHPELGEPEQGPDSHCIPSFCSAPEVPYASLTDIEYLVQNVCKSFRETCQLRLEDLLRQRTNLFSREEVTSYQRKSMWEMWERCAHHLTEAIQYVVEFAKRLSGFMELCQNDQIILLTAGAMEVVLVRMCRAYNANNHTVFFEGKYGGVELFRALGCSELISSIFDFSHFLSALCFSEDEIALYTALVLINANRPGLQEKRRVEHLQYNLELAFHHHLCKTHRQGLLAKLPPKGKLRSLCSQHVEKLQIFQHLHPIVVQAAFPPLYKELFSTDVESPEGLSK
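In this cell-based reporter format, copper sulfate (700 uM final) drives Gal4–ROR gamma fusion expression from a metallothionein promoter in Drosophila Schneider cells; compounds preincubated 1 hr, reporter read after 20 hr at ambient temperature.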
BRCA1 expr act: activators of BRCA1 expression. MCF7-BRCA1-FFLuc reporter, luminescence, 48 h; response scale: scaled: vehicle 0%, 10 µM genistein 100%. Potency, µM (top dose mostly 46.1 µM), for the others: top-dose activation, most hits filed as activators. 1.1% of 380,000 active. AID 624202; further: nearly all actives have a fitted effect of over 80% in size; some results filed as inactive show a strong effect at the top dose
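48 h compound treatment of MCF7-BRCA1-FFLuc cells (phenol-red free MEM, 37 °C), then 15 min with luciferase substrate and luminescence imaging.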
MBNL1 CUG block: MBNL1-poly(CUG) RNA binding inhibition | Q9NR56 | TR-FRET MBNL1-His/biotin-(CUG)12 binding, 665/545 ratio | Potency, µM (doses to about 57.5 µM), for inactives: top-dose activity change, negative = inhibition, usual class: inhibitors | 0.036% of 280,000 active | AID 2675; active means well fitted inhibition curve with a large enough effect in the signal ratio, with a control signal flat, not every such curve was filed as active; inconclusive means small, poorly fitted or top-dose-only effect, or effect the other way, or a change in a side signal; inactive means no such curve, though single readings can be large or run the other way; the % refers to the signal ratio; further: on the % scale 0 is the no-effect control and ±100 the full control effect
Target sequence (Q9NR56 whole entry, looked up): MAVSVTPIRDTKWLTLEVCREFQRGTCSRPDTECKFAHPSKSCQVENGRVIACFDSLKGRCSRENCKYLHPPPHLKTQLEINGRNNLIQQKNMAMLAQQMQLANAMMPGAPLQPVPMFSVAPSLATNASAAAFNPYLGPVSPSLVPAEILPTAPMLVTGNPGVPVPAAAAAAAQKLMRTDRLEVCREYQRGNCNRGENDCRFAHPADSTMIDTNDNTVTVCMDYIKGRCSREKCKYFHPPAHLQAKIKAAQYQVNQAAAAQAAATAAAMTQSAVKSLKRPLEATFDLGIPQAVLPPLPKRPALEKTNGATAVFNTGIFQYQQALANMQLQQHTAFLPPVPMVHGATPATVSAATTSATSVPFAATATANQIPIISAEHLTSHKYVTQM
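Inhibition of protein-RNA binding appears as loss of TR-FRET between terbium anti-His antibody on MBNL1-His and streptavidin-XL665 on biotin-(CUG)12. Activity is normalized to buffer-only and uninhibited-complex controls.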
VP16 counter: counter-screen for ROR gamma inhibitors: Gal4-VP16 reporter | 3.5% of 310,000 active | Potency, µM (titrated, usually from 53.6 µM), for inactives: top-dose activity, negative = inhibition, hits mostly inhibitors | Drosophila S2 Gal4-VP16 UAS-luciferase, luminescence, 20 h;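 further: Gal4-VP16 expression switched on by copper sulfate through the metallothionein promoter; on the % scale 0 is the no-effect control and ±100 the full control effect; nearly all actives have a fitted effect of over 50% in size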
uPA surface inh: inhibitors of cell surface uPA generation; 0.31% of 330,000 active; Potency, µM (titrated, usually from 38.3 µM), inactives show at the highest dose activity change, negative = inhibition, usual class: inhibitors; cell surface uPA generation assay, qHTS; AID 540303; active means well fitted inhibition curve with a large enough effect; inconclusive means small, poorly fitted or top-dose-only effect; inactive means no such curve, though single readings can be large or run the other way; tested in mouse RAW 264.7 cells; further: on the % scale 0 is the no-effect control and ±100 the full control effect; nearly all actives have a fitted effect of over 55% in size
FLuc counter: inhibits or activates purified firefly luciferase, miR-21 counter-screen; P08659; purified FLuc, Km substrates, luminescence inhibition; Potency, µM (doses to about 57.5 µM), inactives show at the highest dose activity change, negative = inhibition, usual class: inhibitors; 6.9% of 360,000 active;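 further: plate controls were vehicle for no effect and reference inhibitor for full effect; nearly all actives have a fitted effect of over 55% in size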
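Purified P. pyralis luciferase (10nM final) with 10uM D-luciferin and 10uM ATP (Km levels) in 50mM Tris acetate pH 7.5, 10mM Mg acetate, 0.01% Tween-20, 0.05% BSA; qHTS 6-point titration, ~60 µM downward; luminescence read.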
MLL CXXC-DNA inh: inhibitors of human MLL CXXC domain-DNA interaction; Q03164; MLL-CXXC / FITC-HOXA9 DNA fluorescence polarization; Potency, µM (top dose mostly 115 µM), for the others: at the highest dose activity change, negative = inhibition, usual class: inhibitors; 0.037% of 290,000 active; AID 2662; active means well fitted inhibition curve with a large enough effect in the polarisation, with a control signal flat, not every such curve was filed as active; inconclusive means small, poorly fitted or top-dose-only effect, or effect the other way, or a change in a side signal; inactive means no such curve, though single readings can be large or run the other way; the % refers to the polarisation
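Purified MLL-CXXC (added from a 7 uM solution) was preincubated 5 min at ambient with pinned compounds in 50 mM Tris-HCl pH 7.5, 50 mM NaCl, 1 mM DTT, 0.05% BSA. Fluorescein-labeled HOX-A9 DNA (50 nM solution) followed, 30 min, then polarization read.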
An asterisk follows results filed as active; ? = inconclusive; · = not tested or not shown; [ ] = remark or other dose. Unless noted, the call rests on the fitted dose curve; in most records, active means well fitted curve in the direction sought with a large enough effect; inconclusive means small, poorly fitted or top-dose-only effect, or another doubt; inactive means no such curve, though single readings can be large; an effect the other way counts as inactive or inconclusive. Potency means the concentration at half of the fitted maximal effect.

cpd	canonical_smiles	Rab9 prom act	p53 reactivation	NPC1 promoter act	ELG1 genotox	RORg inh	BRCA1 expr act
1	Cc1ccc(OCC(=O)Nc2ccc(F)cc2)cc1	-5%	?	-1%	?	34%	4%
2	CN(C(=O)c1ccc(NC(=O)c2ccco2)cc1)c1ccccc1	?	21%	?	?	-24%	73%
3	C/C(CC(=O)NC1C2CC3CC(C2)CC1C3)=N\NC(=O)Cc1cccs1 (stereo not drawn)	-7%	-5%	-1%	5%	-32%	0%
4	CCc1ccccc1NC(=O)c1cc(-c2cccs2)on1	27%	26%	25%	?	-10%	46%
5	Cc1nc2sc3c(c2c(=O)n1NC(=O)CCBr)CCCC3	-9%	-7%	-14%	1%	-22%	-54%
6	CCOC(=O)c1sc2ncn(C(C)C(=O)OCC)c(=O)c2c1C (stereo not drawn)	8%	12%	0%	3%	12%	31%
7	CN(C)C(=S)NC1(C)CCS(=O)(=O)C1 (stereo not drawn)	-5%	-5%	1%	4%	2%	-1%
8	OCCNc1cc(-n2nc(-c3ccccc3)cc2-c2ccccc2)ncn1	1%	-2%	0%	-1%	23%	-3%
9	Cc1cc(C)n(CC2CC(=O)N(c3ccccc3)C2=O)n1 (stereo not drawn)	2%	0%	0%	-1%	2%	-3%
10	Cc1ccc(NC(=O)C2CCCN2C(=O)c2cccs2)c(C)c1 (stereo not drawn)	-3%	2%	0%	0%	8%	6%
11	Cc1cc(OCc2cn3cccnc3n2)ccc1Cl	2.8µM*	?	?	8.2µM*	33%	?
12	CCn1c(SCC(=O)Nc2cc(NC(C)=O)ccc2OC)nnc1-c1cccnc1	-3%	-5%	-1%	0%	-20%	3%
13	C=CCNc1nc(N)c([N+](=O)[O-])c(NCc2ccccc2)n1	-5%	3%	0%	17%	-20%	-23%
14	N#Cc1ccsc1NC(=O)CCS(=O)(=O)c1ccccc1	0%	9%	-6%	0%	?	-12%
15	CCOc1ccccc1NC(=O)Cn1c(=O)sc2ccccc21	-3%	-2%	0%	1%	20%	0%

cpd	MBNL1 CUG block	VP16 counter	uPA surface inh	FLuc counter	MLL CXXC-DNA inh
1	-1%	21%	-7%	15µM*	2%
2	-5%	15%	-5%	17µM*	?
3	-12%	1%	2%	-1%	1%
4	6%	?	-1%	?	7%
5	-18%	0%	?	-10%	-11%
6	8%	0%	-1%	?	-4%
7	7%	1%	2%	11%	-2%
8	2%	0%	0%	-17%	0%
9	·	2%	1%	3%	2%
10	0%	-3%	3%	1%	-2%
11	2%	21%	1%	21µM*	-8%
12	-9%	-7%	-9%	-2%	7%
13	0%	-13%	-6%	1%	0%
14	-4%	-12%	?	0%	-3%
15	6%	13%	-6%	-2%	7%

2 entries drawn at random from the list so far, as already listed:
cpd	canonical_smiles	Rab9 prom act	p53 reactivation	NPC1 promoter act	ELG1 genotox	RORg inh	BRCA1 expr act
3	C/C(CC(=O)NC1C2CC3CC(C2)CC1C3)=N\NC(=O)Cc1cccs1 (stereo not drawn)	-7%	-5%	-1%	5%	-32%	0%
10	Cc1ccc(NC(=O)C2CCCN2C(=O)c2cccs2)c(C)c1 (stereo not drawn)	-3%	2%	0%	0%	8%	6%

cpd	MBNL1 CUG block	VP16 counter	uPA surface inh	FLuc counter	MLL CXXC-DNA inh
3	-12%	1%	2%	-1%	1%
10	0%	-3%	3%	1%	-2%

Continuation.
cpd	canonical_smiles	Rab9 prom act	p53 reactivation	NPC1 promoter act	ELG1 genotox	RORg inh	BRCA1 expr act
16	O=C(COC(=O)CC1CC2CCC1C2)Nc1cc([N+](=O)[O-])ccc1F (stereo not drawn)	2%	2%	-9%	1%	-5%	2%
17	COc1ccc(NC(=O)CN(C)CC(=O)NCCc2ccc(F)cc2)cc1	-7%	-6%	1%	1%	·	-5%
18	CCN(CC(=O)Nc1c(F)cccc1F)C(=O)CNC(=O)c1ccc(Br)o1	-1%	-8%	-4%	-1%	·	-13%
19	COc1cccc(C=NCCCN=Cc2cccc(OC)c2O)c1O	-2%	13%	0%	-4%	7.9µM*	-19%
20	COc1cc(NC(=O)[C@H](C)NC(=O)N2CCn3c2nc2ccccc23)cc(OC)c1	-1%	-6%	-10%	-9%	28%	-24%
21	COc1ccc(C)cc1NC(=O)C(=O)NNC(=O)c1ccco1	-1%	-2%	-2%	-3%	?	6%
22	CCOC(=O)c1c(CSc2ccccc2)n(C)c2cc(Br)c(OCC(O)CNC(CO)(CO)CO)cc12 (stereo not drawn)	-1%	17%	-4%	14%	-35%	-87%
23	Cc1ccccc1CSc1nnnn1-c1ccc(C(N)=O)cc1	0%	-6%	-6%	0%	-8%	-31%
24	Cc1sc2nc(CN3CCOCC3)nc(N3CCOCC3)c2c1C	-5%	-5%	0%	3%	-20%	-6%
25	CCOc1ccc(C(=O)O[C@H]2[C@H](Cc3ccccc3)NS(=O)(=O)[C@H]3C[C@@H]4C=C[C@]23O4)cc1	-12%	-4%	-4%	-2%	·	10%
26	COc1ccc(CCNC(=O)c2ccc(NS(=O)(=O)c3ccc4[nH]c(=O)[nH]c4c3)cc2)cc1	15%	-3%	1%	-5%	·	-25%
27	Cc1cc(/C=C2/NC(=O)N(Cc3ccccc3F)C2=O)c(C)n1C(C)C	-2%	0%	-2%	-3%	31%	-2%
28	COc1ccccc1C(=O)NC(C(=O)NCCc1nc2ccccc2[nH]1)=C(C)C	-7%	1%	-1%	-2%	-22%	0%
29	O=S(=O)(c1ccc(S(=O)(=O)N2CCCC2)cc1)N1CCCCC1	0%	3%	-1%	0%	4%	2%
30	COCCCNC(=S)Nc1cccc2ncccc12	3%	2%	-1%	-7%	-42%	-50%

cpd	MBNL1 CUG block	VP16 counter	uPA surface inh	FLuc counter	MLL CXXC-DNA inh
16	16%	-2%	3%	1%	-4%
17	·	·	4%	-2%	·
18	·	·	-3%	6%	·
19	-6%	-3%	1%	-11%	-15%
20	-5%	-5%	8%	0%	9%
21	2%	12%	0%	0%	-16%
22	-6%[11.5 µM]	?	-27%	2%	3%
23	-2%	-6%	9%	-1%	-3%
24	2%	-1%	-3%	9%	12%
25	·	·	4%	1%	·
26	·	·	1%	-18%	·
27	22%	19%	7%	?	-5%
28	-8%	3%	1%	-6%	28%
29	-5%	1%	1%	1%	-4%
30	·	2%	1%	3%	4%

(listing goes on)
cpd	canonical_smiles	Rab9 prom act	p53 reactivation	NPC1 promoter act	ELG1 genotox	RORg inh	BRCA1 expr act
31	COc1ccc(C)cc1NC(=O)c1cc(S(=O)(=O)N2CCCC2)cn1C	15%	·	-3%	1%	-21%	-10%
32	COC(=O)c1c(NC(=O)Cc2ccccc2)sc2c1C(C(=O)OC)CC2 (stereo not drawn)	-1%	-3%	-4%	3%	10%	-27%
33	CN(C)S(=O)(=O)c1ccc(NC(=O)CN2CCN(C(c3ccccc3)c3ccccc3)CC2)cc1	1%	3%	-7%	2%	-12%	-2%
34	CSc1nnc(C)c(/C=C/Nc2ccc(Cl)cc2)n1	2%	-4%	-7%	-3%	8%	-59%
35	O=C1C(Cl)=C(N2CCN(Cc3ccccc3)CC2)C(=O)N1Cc1ccccc1	0%	-3%	-4%	-9%	16%	-36%
36	COCCCNc1nc(N)c([N+](=O)[O-])c(N2CCCCCC2)n1	0%[1.84 µM]	3%	0%	-3%	?	-11%
37	CCN1C(=O)NC(c2cccnc2)C(C(=O)OC)=C1C (stereo not drawn)	7%	0%	-1%	-2%	0%	22%
38	O=C(Nc1nc(-c2ccc3c(c2)Cc2ccccc2-3)cs1)c1ccccc1	0%	17%	4%	10%	?	-28%
39	COc1cc(C)c(Br)cc1S(=O)(=O)N1CCOCC1	1%	-5%	-3%	1%	18%	7%

cpd	MBNL1 CUG block	VP16 counter	uPA surface inh	FLuc counter	MLL CXXC-DNA inh
31	-8%	?	5%	6%	·
32	-1%	-19%	1%	-5%	12%
33	4%	-3%	2%	1%	-13%
34	12%	-7%	0%	4%	?
35	13%	1%	6%	0%	-4%
36	-3%	-8%	-1%	-2%	9%
37	4%	-5%	2%	1%	-3%
38	-2%	-17%	-1%	-2%	5%
39	-2%	-13%	-3%	0%	2%

An excerpt of these results, with tabs:
item	SMILES	Rab9 prom act	p53 reactivation	NPC1 promoter act	ELG1 genotox	RORg inh	BRCA1 expr act	MBNL1 CUG block	VP16 counter	uPA surface inh	FLuc counter	MLL CXXC-DNA inh
31	COc1ccc(C)cc1NC(=O)c1cc(S(=O)(=O)N2CCCC2)cn1C	15%	·	-3%	1%	-21%	-10%	-8%	?	5%	6%	·
32	COC(=O)c1c(NC(=O)Cc2ccccc2)sc2c1C(C(=O)OC)CC2 (stereo not drawn)	-1%	-3%	-4%	3%	10%	-27%	-1%	-19%	1%	-5%	12%

The list is partial; count on the stated rates, not on these rows.
